CHT allo act: allosteric activators of human choline transporter CHT; CHT-expressing cells, membrane potential dye, choline EC20; stronger effect = higher value; LV-AA mutant CHT in HEK293 cells; B-score at 10 µM; actives 0.49% (n = 310,000);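 active = initial fluorescence not abnormally high and integrated response B-score, plate-corrected, over 3 SD above library mean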
Target sequence (Q9GZV3 whole entry, looked up): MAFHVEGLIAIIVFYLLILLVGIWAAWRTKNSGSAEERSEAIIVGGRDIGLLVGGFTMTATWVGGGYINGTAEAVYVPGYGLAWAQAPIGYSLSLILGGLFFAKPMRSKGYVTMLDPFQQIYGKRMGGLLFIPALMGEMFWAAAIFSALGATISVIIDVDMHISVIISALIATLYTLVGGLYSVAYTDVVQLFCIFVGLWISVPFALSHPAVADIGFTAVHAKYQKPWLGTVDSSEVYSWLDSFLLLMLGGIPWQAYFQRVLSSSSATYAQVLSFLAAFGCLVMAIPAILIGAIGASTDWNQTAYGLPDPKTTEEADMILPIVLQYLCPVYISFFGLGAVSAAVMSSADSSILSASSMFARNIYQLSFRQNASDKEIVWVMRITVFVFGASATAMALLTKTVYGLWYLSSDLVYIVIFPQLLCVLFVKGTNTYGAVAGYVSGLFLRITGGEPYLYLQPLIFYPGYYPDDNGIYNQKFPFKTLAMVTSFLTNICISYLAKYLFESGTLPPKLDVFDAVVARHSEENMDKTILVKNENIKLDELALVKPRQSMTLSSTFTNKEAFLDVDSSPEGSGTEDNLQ
OX1R antag-1: blocks the human orexin 1 receptor; AID 434989; CHO/OX1R cells, Fluo-8 calcium fluorescence, orexin A; actives 0.43% (n = 330,000); inhibition, % at 5 µM;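 active = inhibition above its plate's threshold, mean inhibition of all tested compounds on the plate plus 3 SD, cut at about 37% in these data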;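 also: 0% = orexin A challenge wells and 100% = SB-334867-A antagonist wells; not every result past the cut was called active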
Target sequence (O43613 whole entry, looked up): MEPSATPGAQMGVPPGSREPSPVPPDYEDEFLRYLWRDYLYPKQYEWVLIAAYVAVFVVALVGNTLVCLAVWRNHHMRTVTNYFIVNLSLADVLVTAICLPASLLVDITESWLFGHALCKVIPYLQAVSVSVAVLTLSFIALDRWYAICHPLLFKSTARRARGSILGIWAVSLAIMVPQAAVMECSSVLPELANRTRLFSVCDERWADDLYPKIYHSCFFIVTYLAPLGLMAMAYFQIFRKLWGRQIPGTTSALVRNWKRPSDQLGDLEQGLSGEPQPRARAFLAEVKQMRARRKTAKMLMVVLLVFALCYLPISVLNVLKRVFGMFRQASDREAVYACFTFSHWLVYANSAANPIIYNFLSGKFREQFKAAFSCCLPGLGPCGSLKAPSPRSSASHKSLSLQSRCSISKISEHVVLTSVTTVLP
OX1R antag-2: blocks the human orexin 1 receptor; O43613; OX1R-expressing cells, FRET antagonist read-out; inhibition, % at 6.6 µM; actives 1.8% (n = 330,000); AID 485270; in the data active = inhibition mostly above about 38%, no sharp cut-off; inactive = mostly below about 40%;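 also: 0% = agonist challenge alone and 100% = reference antagonist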
The depositor's hits bear a star; i = inactive; . = no result given.

SMILES | CHT allo act | OX1R antag-1 | OX1R antag-2
Cn1cccc1Cc1nnc(SCC(=O)NC2CCCC2)n1-c1ccc(F)cc1 | i | -20 | 11
CCOc1ccc(-n2c(SCC(N)=O)nc3sc4c(c3c2=O)CCN(C)C4)cc1 | i | -9 | 13
CCOc1ccc(-c2nnc(SCC(=O)N3CCOCC3)o2)cc1 | i | -17 | 10
COc1ccc(OC)c(/C=C/C(=O)OCC(=O)Nc2ccc(Cl)c(S(=O)(=O)N(C)C)c2)c1 | i | 3 | 14
Cc1cnc(C(=O)OC(C)C(=O)c2c(C)[nH]c3ccccc23)cn1 (centres undefined) | i | -21 | 21
COc1ccc(-c2cc(C(F)(F)F)nc(NCc3ccco3)n2)cc1OC | i | -64 | 31
COc1ccc(Br)cc1CNC(=O)C1CCC(=O)N1C(C)C (centres undefined) | i | -38 | 9
CCN(CC)C(=O)C(=O)c1cn(CC(=O)NCC2CCCO2)c2ccccc12 (centres undefined) | i | -12 | 3
COc1cc2ncc(S(=O)(=O)c3ccccc3)c(N3CCCC(C)C3)c2cc1OC (centres undefined) | i | -14 | 27
CSc1cccc(NC(=O)N2CCN(C)CC2)c1 | i | -5 | 0
CCOc1ccc(S(=O)(=O)Nc2cccc(C(=O)NCCCN3CCCC3=O)c2)cc1 | . | -24 | 4
CCN(CC(=O)Nc1ccccc1C(F)(F)F)C(=O)CCSc1ccc(F)cc1 | i | -34 | 27
C[C@H](CO)N1C[C@H](C)[C@@H](CN(C)S(=O)(=O)c2ccccc2)Oc2ccc(NC(=O)Nc3ccc(C(F)(F)F)cc3)cc2C1=O | . | -14 | -4
COCCCN1C(=O)c2ccc(C(=O)OCC(=O)N3CCN(c4ccccc4)CC3)cc2C1=O | i | 2 | 46*
COc1cc(CN2CCN(Cc3ccc(C)cc3)CC2)c([N+](=O)[O-])cc1OC | i | -15 | 31
COc1cccc(CN2CCN(Cc3cc4ccccc4o3)CC2CCO)c1 (centres undefined) | i | -28 | 25
CCC(C)(C)n1nnnc1CN(Cc1ccc(Cl)cc1)Cc1ccco1 | i | -30 | 38
COC(=O)CN(C)C(=O)c1ccc(OC)c(OC2CCN(C(C)C)CC2)c1 | i | -8 | 13
CCc1ccccc1N(CC(=O)NC(C)c1ccccc1)S(C)(=O)=O (centres undefined) | i | -6 | 12
O=C(Cn1nnc(N2CCCCC2)n1)c1ccc(Cl)c(Cl)c1 | i | -8 | 28
COc1cc(OC)cc(C(=O)Nc2ccccc2N2CCOCC2)c1 | i | -8 | 6
O=C(OC(C(=O)NC1CCCC1)c1ccccn1)c1cccs1 (centres undefined) | i | -36 | 26
COc1ccc(N2C(N)=C(C#N)C(c3ccsc3)C3=C2CCCC3=O)c(OC)c1 (centres undefined) | i | -14 | 36
COc1ccc(OC)c(NC(=O)COC(=O)c2cc3c(s2)CCC3)c1 | i | -34 | 5
Nc1nnc(SCC(=O)NNC(=O)c2ccccc2F)s1 | . | -4 | 7
S=c1nc(-c2ccccc2)oc2c1CCCC2 | i | -18 | 7
c1ccc(-c2nnc3n2NC(c2ccc4c(c2)OCO4)S3)cc1 (centres undefined) | i | 7 | 32
O=C(c1ccccc1)C(c1ccccc1)c1ccccc1 | i | -35 | 42
O=C(c1ccsc1)N1CCCC(N2CCOCC2)C1 (centres undefined) | i | -2 | 11
COc1cc2c(cc1OC)[C@H](C)N(C(=O)CSc1nc(O)c(C(C)C)c(=O)[nH]1)CC2 | i | -23 | 7

Filtered by structure, the entries above containing a furan ring, fused or not
SMILES | CHT allo act | OX1R antag-1 | OX1R antag-2
COc1ccc(-c2cc(C(F)(F)F)nc(NCc3ccco3)n2)cc1OC | i | -64 | 31
COc1cccc(CN2CCN(Cc3cc4ccccc4o3)CC2CCO)c1 (centres undefined) | i | -28 | 25
CCC(C)(C)n1nnnc1CN(Cc1ccc(Cl)cc1)Cc1ccco1 | i | -30 | 38

Next compounds follow.
SMILES | CHT allo act | OX1R antag-1 | OX1R antag-2
CC1(C)C2CCC1(C)C(OC(=O)CSc1nc(N)cc(=O)[nH]1)C2 (centres undefined) | i | -19 | 9
CCCCC(CC)C(=O)NCCCN1CCN(CCCNC(=O)C(CC)CCCC)CC1 (centres undefined) | i | -25 | 4
CC1Cc2ccccc2N1C(=O)CSc1nnnn1C1CCCC1 (centres undefined) | i | -19 | 17
O=C1CN(C(=O)COC(=O)c2ccccc2O)c2ccccc2N1 | i | -8 | 12
Cc1cc(C(=O)OCC(=O)Nc2ccccc2Cl)c(C)o1 | . | -29 | 5
O=C(CCn1c(=O)[nH]c2ccsc2c1=O)Nc1ccc(F)c(F)c1 | i | -13 | 16
C=CCc1cccc2cc(C(=O)Nc3ccc(F)cc3)c(=O)oc12 | i | -3 | 14
CCOC(=O)c1c(C)[nH]c(C2=NNC(=NC(C)COC)SC2)c1C (centres undefined) | i | -40 | 7
CCOC(=O)c1oc2ccccc2c1NC(=O)c1cccs1 | i | -33 | 12
COc1ccc(C(=O)NC2CCN(S(=O)(=O)c3ccccc3)CC2)cc1 | i | -37 | 12
COc1cc(C(F)(F)F)c(C(=O)N(C)Cc2ccc(Cl)c(Cl)c2)cn1 | i | -26 | 2
CC(=O)N1CCc2cc(S(=O)(=O)Nc3ccccc3N3CCN(C)CC3)ccc21 | i | -27 | 10
O=C(Nc1nc2ccccc2s1)c1ccc(Cl)s1 | i | -8 | 43*
COC(=O)c1ccc(CNC(=O)Cn2cnc3c(SC)nc(N)nc32)cc1 | . | 13 | 10
CCOc1cc(/C=N/NC(=O)c2nn(C)cc2Br)ccc1OCc1ccccc1Cl | i | -29 | 16
CN1Cc2c(N3CCOCC3)nc3sc(C(=O)c4ccccc4)c(N)c3c2CC1(C)C | i | -28 | 9
O=C(Cn1cccc1C(=O)c1ccccc1)NCc1ccccn1 | i | -14 | -3
O=C(CCn1c(=S)oc2ccccc21)Nc1ccc2c(c1)OCCO2 | i | -22 | 20
Cc1ccc(CNC(=O)C2CCCN2S(=O)(=O)c2ccc(F)cc2)cc1 (centres undefined) | i | -27 | -4
COc1cccc(CNC(=O)CN2C(=O)CC(c3ccccc3)=Nc3ccccc32)c1 | i | -28 | 7
CC(CSc1nc2ccccc2s1)Cn1c(N2CCCC2)nc2c1c(=O)[nH]c(=O)n2C (centres undefined) | i | 61* | 94*
COc1cc2c(cc1OC)C(C)N(C(=O)c1cc3c(=O)oc4ccc(C)cc4c3s1)CC2 (centres undefined) | i | -22 | 15
Cc1ccc(-c2csc(NC(=O)C3=NN(c4ccccc4)C(=O)CC3)n2)cc1 | i | -5 | 25
O=C(CCn1c(=O)oc2ccccc21)N(Cc1ccccc1)c1ccccn1 | i | -30 | 11
CCOC(=O)c1c(NC(=O)COC(=O)c2nccnc2N)sc(C(=O)N(C)C)c1C | i | -20 | 26
Cc1ccc2nc(SCC(=O)Nc3ccc(Br)cc3)nc(=O)n2c1 | i | -21 | 14
CCOC(=O)c1c(NC(=O)C[n+]2ccccc2)sc2c1CCCC2 | i | 6 | 12
O=C(c1cc2nc(-c3ccccc3)cc(-c3ccccc3)n2n1)N1CCN(C(=O)c2ccco2)CC1 | i | -15 | 37
Cn1c(SCc2c(F)cccc2Cl)nnc1-c1cnccn1 | i | -19 | 6
Cn1c(CC(=O)NC(C)(C)CO)c(Sc2ccccc2)c2ccccc21 | i | -24 | 12

Compounds shown so far that have two or more sulfur atoms, in the order listed:
SMILES | CHT allo act | OX1R antag-1 | OX1R antag-2
CCOc1ccc(-n2c(SCC(N)=O)nc3sc4c(c3c2=O)CCN(C)C4)cc1 | i | -9 | 13
Nc1nnc(SCC(=O)NNC(=O)c2ccccc2F)s1 | . | -4 | 7
O=C(Nc1nc2ccccc2s1)c1ccc(Cl)s1 | i | -8 | 43*
CC(CSc1nc2ccccc2s1)Cn1c(N2CCCC2)nc2c1c(=O)[nH]c(=O)n2C (centres undefined) | i | 61* | 94*

Other records:
SMILES | CHT allo act | OX1R antag-1 | OX1R antag-2
CCOc1cc(S(=O)(=O)N2CCCCCC2)ccc1F | i | -22 | 3
CC12CCC(=O)N1C(C(=O)NCc1ccc(Cl)cc1Cl)CS2 (centres undefined) | i | -13 | 21
COc1ccc(N2CC(C(=O)N3CCCC(C)C3)CC2=O)cc1 (centres undefined) | i | -19 | -1
CC(=O)N1CCN(C(=S)Nc2cc(S(=O)(=O)N3CCOCC3)ccc2Cl)CC1 | i | -18 | 22
CCn1cc(C(=O)N[C@@H](CCSC)C(=O)NCCO)c(=O)c2cc3c(cc21)OCO3 | i | -5 | -5
Cc1ccc(Oc2nc(C(F)(F)F)nc3ccccc23)cc1 | i | -24 | 13
COCC1CCN(C(=O)CCc2nnc(C3(c4ccc(Cl)cc4)CCC3)o2)C1 (centres undefined) | i | -22 | 32
CCCNC(=O)CN(Cc1ccccc1F)S(=O)(=O)c1ccc(C)cc1 | i | -30 | 10
Cc1ccc(C)c(NC(=O)CN(C)C(=O)c2cc3ccccc3o2)c1 | i | -14 | 22
CCc1ccc(NC(=O)CSc2nnc(COc3ccc4c(c3)CCCC4)o2)cc1 | i | -22 | 2
COc1cc(/C=C/C(=O)NCC(=O)N2CCC(N(C)CCN3CCOCC3)CC2)ccc1OC(C)C | i | -3 | 9
CC(CNC(=O)c1ccc(Br)o1)NC(=O)c1ccc(Br)o1 (centres undefined) | i | -20 | 29
Cc1ccc(C(=O)CNc2nc3c(c(=O)[nH]c(=O)n3C)n2Cc2ccccc2)cc1 | i | -17 | 34
O=C(Nc1ccccc1C(=O)NC(Cc1ccccc1)C(=O)O)c1ccccc1 (centres undefined) | i | -15 | 25
CCOC(=O)c1c(NC(=O)c2c(Br)cnn2CC)sc(C)c1C | i | -34 | 14
Cc1nc2ccccc2cc1C(=O)N/N=C/c1ccccc1[N+](=O)[O-] | i | -21 | 23
Cc1c(CC(=O)O)c(=O)oc2c(C)c3occ(-c4ccc(Br)cc4)c3cc12 | i | -3 | 8
O=C(CSc1nnc(NC(=O)c2cccc(F)c2)s1)NC1CCCC1 | i | -7 | 20
CCOc1ccc2nc(NC(=O)c3ccco3)sc2c1 | i | -9 | 30
C=CCc1ccccc1OCC(O)CNC (centres undefined) | i | -16 | 14
CCOC(=O)C1=C(C)NC(=O)NC1c1c(OCC(=O)N2CCCCC2)ccc2ccccc12 (centres undefined) | i | -12 | 43
CS(=O)(=O)N(CC(=O)NCc1ccco1)c1cccc([N+](=O)[O-])c1 | i | 0 | 25
N#CCCN1CCC(NC(=O)OCc2ccccc2)CCC1=O (centres undefined) | i | 2 | 10
CC(C)NC(=O)[C@@H]1C[C@@]1(C)[C@@H](NC(=O)OCc1ccccc1)c1ccccc1 | i | -26 | 24
COCCN1C=C(C(=O)OC)C(c2cc3c(cc2Br)OCO3)C(C(=O)OC)=C1 | i | -17 | 8
COc1ccc(-c2cc(C(=O)NCC3CCCO3)c3cc(C(C)C)ccc3n2)cc1 (centres undefined) | i | -58 | 0
Cc1ccc(S(=O)(=O)N(C)Cc2ccc(-c3nnco3)cc2)cc1 | i | -15 | 11
COc1ccc(-c2cc3cc(OC)c(OC)cc3cn2)cc1 | . | -20 | 18
COc1ccc(-c2c(C(=O)O)c(-c3ccccc3)cn2C)cc1 | i | -7 | 25
COc1ccc(/C=N/NC(=O)CNC(=O)/C=C/c2ccco2)cc1OC | i | -9 | 40

Brought forward from above: seven compounds; new compounds follow.
SMILES | CHT allo act | OX1R antag-1 | OX1R antag-2
CC(C)NC(=O)[C@@H]1C[C@@]1(C)[C@@H](NC(=O)OCc1ccccc1)c1ccccc1 | i | -26 | 24
COCCN1C=C(C(=O)OC)C(c2cc3c(cc2Br)OCO3)C(C(=O)OC)=C1 | i | -17 | 8
COc1ccc(-c2cc(C(=O)NCC3CCCO3)c3cc(C(C)C)ccc3n2)cc1 (centres undefined) | i | -58 | 0
Cc1ccc(S(=O)(=O)N(C)Cc2ccc(-c3nnco3)cc2)cc1 | i | -15 | 11
COc1ccc(-c2cc3cc(OC)c(OC)cc3cn2)cc1 | . | -20 | 18
COc1ccc(-c2c(C(=O)O)c(-c3ccccc3)cn2C)cc1 | i | -7 | 25
COc1ccc(/C=N/NC(=O)CNC(=O)/C=C/c2ccco2)cc1OC | i | -9 | 40
Cc1cc(C)c(NC(=O)c2ccc3c(c2)CCN3S(C)(=O)=O)c(C)c1 | i | -16 | 4
Cn1c(=O)c2c(nc(SCC(=O)NCC3CCCO3)n2Cc2ccc(F)cc2)n(C)c1=O (centres undefined) | i | -25 | 7
Cc1cc(Br)cc(/C=N/NC(=O)c2ccc3c(c2)OCO3)c1O | i | -7 | 64*
CCc1ccc(/C=C2\SC(N3CCCC3)=NC2=O)cc1 | i | -13 | 24
O=C(O)CN1C(=O)/C(=C\c2ccccc2OCc2ccc(Cl)cc2)SC1=S | i | 12 | 6
CCn1c(CSCc2ccc(F)cc2)nnc1SCC(=O)N1CCN(c2ccccc2)CC1 | i | -16 | 12
CC(CN1CCOCC1)OC(=O)COc1ccc(F)cc1 (centres undefined) | i | 7 | 21
O=C(O)CCCNS(=O)(=O)Cc1ccccc1 | i | -11 | 4
COc1ccc(N(C(=O)CNC(=O)c2cccs2)C(C(=O)NC2CCCC2)c2cccnc2)cc1 (centres undefined) | i | -14 | 17
O=C(COC(=O)c1cccc(O)c1)NCc1ccc2c(c1)OCO2 | i | -17 | 10

Complete entries as entered above.
Results for CCOc1ccc(-c2nnc(SCC(=O)N3CCOCC3)o2)cc1 = CHT allo act: i; OX1R antag-1: -17; OX1R antag-2: 10
Results for COc1ccc(-c2cc(C(F)(F)F)nc(NCc3ccco3)n2)cc1OC = CHT allo act: i; OX1R antag-1: -64; OX1R antag-2: 31

Assay outcomes deposited in PubChem by several laboratories.
